RGS4 act: RGS4 potentiators or activators, primary screen, cell-based, HEK293 M3R inducible RGS4, calcium flux | B-score at 10 µM | hit rate 0.92% among 310,000 | carbachol calcium flux Fluo4; stronger effect = lower value;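 active = B-score of the integrated calcium signal more than 4 SD below the library mean, with starting fluorescence not abnormally high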;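 also: negative B-score means reduced calcium response which marks RGS4 activation or potentiation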
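System: HEK293 FlpIn-TREx cells, stable M3R, doxycycline-inducible RGS4. Timing: overnight RGS4 induction, 30 min dye load 37 °C, 20 min compound RT. Also added: carbachol, ECmax concentration. Measured by: Fluo4 fluorescence kinetic imaging of calcium. Evaluation: integrated calcium ratio converted to B score.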
KCNK3 inh: human KCNK3 channel inhibitors, primary screen, CHO cells, FluxOR thallium flux, B-score. FluxOR fluorescence; stronger effect = lower value. B-score at 10 µM. hit rate 0.84% among 340,000. AID 602410, 2012;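 active = B-score under library mean minus 4 SD, starting fluorescence ratio at most library mean plus 5 SD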;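 also: more negative B-score means stronger inhibition of thallium flux through KCNK3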
GSK3 alpha inh: blockers of GSK3A enzyme activity – biochemical, luminescence, cell-free homogeneous, HTS, primary screen; Glycogen synthase kinase-3 alpha (Homo sapiens), P49840; GSK-3 alpha kinase, ADP-Glo luminescence, 60 min; inhibition, % at 10 µM; hit rate 0.1% among 320,000;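 in the data active = inhibition above about 50%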;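 also: GST-tagged GSK-3 alpha with peptide substrate and 25 µM ATP; 0% = DMSO neutral wells and 100% = GW8510 positive control wells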
Target sequence (P49840 whole entry, looked up): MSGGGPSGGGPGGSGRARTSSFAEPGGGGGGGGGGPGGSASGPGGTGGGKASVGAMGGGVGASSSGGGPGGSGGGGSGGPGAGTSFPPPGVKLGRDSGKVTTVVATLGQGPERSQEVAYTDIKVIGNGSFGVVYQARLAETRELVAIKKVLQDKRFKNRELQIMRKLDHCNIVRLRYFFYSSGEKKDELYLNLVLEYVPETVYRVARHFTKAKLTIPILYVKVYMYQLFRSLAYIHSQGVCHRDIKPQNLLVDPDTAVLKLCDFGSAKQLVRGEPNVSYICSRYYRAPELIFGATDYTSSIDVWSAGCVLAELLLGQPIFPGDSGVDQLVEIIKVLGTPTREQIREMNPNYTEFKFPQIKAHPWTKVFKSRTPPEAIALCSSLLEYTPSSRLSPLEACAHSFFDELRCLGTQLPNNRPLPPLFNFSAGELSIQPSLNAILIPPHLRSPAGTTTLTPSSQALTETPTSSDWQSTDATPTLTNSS
KCNQ1 pot: potentiators or activators of KCNQ1 channel, primary screen, cell-based, thallium flux, high-throughput; CHO-K1 KCNQ1, thallium flux FluxOR fluorescence; stronger effect = higher value; B-score at 10 µM; hit rate 0.35% among 310,000;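 active = fluorescence ratio B-score, a plate-corrected score, at least three library SD, with initial intensity B-score within 5 SD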
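Assay system: CHO-K1 cells stably expressing KCNQ1. Medium: assay buffer for compound exposure, DMSO matched across wells. Timing: 37 °C overnight plating, 90-min dark dye load, 20-min compound pretreatment. Signal: kinetic FluxOR fluorescence, 10 s baseline plus 110 s post-stimulus.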
GSK3beta inhib: human GSK3beta kinase inhibitors, primary screen, biochemical, cell-free homogeneous, HTS; Glycogen synthase kinase-3 beta (Homo sapiens), P49841; GST-GSK3beta kinase, ADP-Glo luminescence, 60 min; stronger effect = lower value; activity score (negative = inhibition), % at 10 µM; hit rate 0.038% among 300,000;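 active = more than half of replicate wells score below -50%, meaning over 50% inhibition versus plate controls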;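 also: 0% = median DMSO wells and -100% = median GW8510 positive control wells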
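Assay system: GST-tagged human GSK3beta kinase, cell-free; Input: 1.6 ng GSK3beta; Medium: Tris/MgCl2 kinase buffer; Timing: 60 min enzyme reaction, room temperature; Signal: ADP-Glo luminescence quantifying ADP generated by kinase; Evaluation: score relative to plate controls; Benchmarks: DMSO neutral wells and GW8510 at 20 µM as positive.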
hERG protect: hERG rescue from dofetilide block, primary screen, cell-based, CHO-hERG, FluxOR thallium flux, dofetilide IC70; dofetilide IC70 present; Voltage-gated inwardly rectifying potassium channel KCNH2 (Homo sapiens), Q12809; hit rate 0.51% among 310,000; AID 1511, 2009; activation (rescue from dofetilide block), less the hit threshold, % at 10 µM;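 active = activation above the mean of controls blocked by dofetilide plus 5 SD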;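 also: thallium influx through hERG after potassium depolarization seen as dye fluorescence rise; in these data hits start at about 4.7%; inactives centre near -7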
Dyrk1A ADPGlo: rat Dyrk1A kinase inhibitors, primary screen, biochemical, single point, plate reader. ADP-Glo luminescence, NFATc1 peptide. inhibition, % at 12.5 µM. hit rate 0.43% among 310,000; in the data active = inhibition above about 50%;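 also: plate controls were vehicle with enzyme for no effect and no enzyme for full effect; many of its hits are not listed in these tables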
KCNK9 inh: KCNK9 potassium channel inhibitors, primary screen, HEK293 cells, thallium flux. hit rate 1.2% among 310,000. Potassium channel subfamily K member 9 (Homo sapiens), Q9NPC2. B-score at 10 µM. FluxOR thallium flux fluorescence; stronger effect = lower value;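 active = ratio B-score over 3 SD below the library mean, with starting fluorescence within 5 SD of its mean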;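 also: negative B-score means less thallium flux so channel inhibition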
Target sequence (Q9NPC2 whole entry, looked up): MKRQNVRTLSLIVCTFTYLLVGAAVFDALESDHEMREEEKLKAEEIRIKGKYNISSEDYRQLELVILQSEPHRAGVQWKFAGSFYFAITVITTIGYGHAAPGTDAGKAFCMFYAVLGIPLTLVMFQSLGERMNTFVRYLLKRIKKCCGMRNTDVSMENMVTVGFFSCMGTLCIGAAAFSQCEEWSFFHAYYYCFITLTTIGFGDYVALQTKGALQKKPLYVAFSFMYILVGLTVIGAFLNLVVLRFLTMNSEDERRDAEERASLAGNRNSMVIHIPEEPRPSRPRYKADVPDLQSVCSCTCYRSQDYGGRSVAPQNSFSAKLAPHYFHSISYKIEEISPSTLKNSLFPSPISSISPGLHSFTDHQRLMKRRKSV
RGS4 inh: RGS4 inhibitors, primary screen, cell-based, HEK293 M3R inducible RGS4, calcium flux; Regulator of G-protein signaling 4 (Homo sapiens), P49798; Fluo-4 calcium flux; stronger effect = higher value; triggered by carbachol at its EC20; B-score at 10 µM; hit rate 0.45% among 310,000;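 active = B-score, a plate-corrected calcium signal, over three deviations above library mean, with baseline fluorescence within five deviations of library mean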;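 also: RGS4 expression induced by doxycycline in cells with stable M3 receptor; B-score is computed from the integrated fluorescence ratio over baseline after carbachol; higher B-score means a larger calcium signal and so more RGS4 inhibition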
Target sequence (P49798 whole entry, looked up): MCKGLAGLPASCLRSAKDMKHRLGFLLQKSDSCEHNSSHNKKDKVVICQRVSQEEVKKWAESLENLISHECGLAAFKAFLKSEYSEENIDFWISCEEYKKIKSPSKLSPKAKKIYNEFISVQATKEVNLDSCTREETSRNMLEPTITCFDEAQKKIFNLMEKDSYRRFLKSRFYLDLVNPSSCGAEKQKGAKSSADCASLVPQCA
PolyA inh: polyadenylation inhibitors in yeast reporter cells, primary screen, luminescence, S. cerevisiae; hit rate 0.02% among 300,000; S. cerevisiae SKY197-pL101 polyadenylation reporter, beta-gal luminescence; efflux-impaired pdr1/pdr3 knockout yeast; score 100 = 6 SD above DMSO; calls only at 12 µM;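 active = lowest replicate activity score at least 50, where 100 means six control SD above control mean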;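 also: yeast exposed to compound for 9 h at 30 °C; higher score means more reporter readthrough which indicates perturbed polyadenylation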
KCNQ1 block: inhibitors of human KCNQ1 channel, primary screen, cell-based, thallium flux, high-throughput | Potassium voltage-gated channel subfamily KQT member 1 (Homo sapiens), P51787 | CHO-K1 KCNQ1, FluxOR thallium flux fluorescence; stronger effect = higher value | B-score at 10 µM | hit rate 1.3% among 310,000 | AID 2642, 2010;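 active = compounds whose thallium flux B-score, printed positive for inhibition, exceeds three library SD while starting fluorescence stays within three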;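 also: channel opened by potassium depolarization with thallium stimulus after 20 min compound exposure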
The depositor's hits bear a star; i = inactive; x = no result given. A portion of the library; rates above refer to the full screens.

Screens in order: RGS4 act	PolyA inh	RGS4 inh	KCNQ1 pot	KCNK3 inh	hERG protect	KCNQ1 block	Dyrk1A ADPGlo	GSK3 alpha inh	GSK3beta inhib	KCNK9 inh
CCOC(=O)C1(Cc2cccc(OC)c2)CCCN(C(=O)CCSC)C1 (stereo not drawn)
  i	i	i	i	i	-2	i	-2	-2	-2	i
NC1=C(Br)C(=O)c2ccccc2C1=O
  i	i	i	i	i	0	i	23	1	1	i
O=C(NNc1c2ccccc2nc2ccccc12)c1ccc(O)cc1O
  i	i	i	i	i	-28	i	2	5	-2	i
O=C(CSc1nc(-c2ccco2)cc(C(F)(F)F)n1)NCCc1ccccc1
  i	i	i	i	i	-9	i	15	-1	4	i
Cc1ccc(C(=O)N/N=C\c2cccnc2)s1
  i	i	i	i	i	-7	i	15	4	-5	i
CS(=O)(=O)Nc1ccc(C(=O)N2CCN(c3ccccc3)CC2)cc1
  i	i	i	i	i	-6	i	-3	-5	1	i
COc1ccc(CCNC(=O)CN(c2ccc(OC)cc2)S(C)(=O)=O)cc1
  i	i	i	i	i	-5	i	1	2	0	i
CCOc1ccc(S(=O)(=O)NCCC(=O)N2CCCC(C)C2)cc1 (stereo not drawn)
  i	i	i	i	i	-7	i	3	-2	3	i
CCCCN(CC)CCCNC(=O)C1c2ccccc2C(=O)N(C)C1c1cn(C)c2ccccc12 (stereo not drawn)
  i	i	i	i	i	-9	i	3	0	9	i
Cc1cc(Cl)ccc1NC(=S)NCC(O)c1ccccc1 (stereo not drawn)
  i	i	i	i	i	-2	i	20	-2	0	i
COCC(C)NS(=O)(=O)c1ccc(C(=O)NCCCn2ccc3ccccc32)cc1 (stereo not drawn)
  i	i	i	i	i	-4	i	7	-2	0	i
COC(=O)c1cc(C(=O)N2CCN(c3ncccn3)CC2)cc([N+](=O)[O-])c1
  i	i	i	i	i	-6	i	-6	2	2	i
Cc1cc(C)c(S(=O)(=O)Nc2ncn[nH]2)c(C)c1
  i	i	i	i	i	1	i	-6	-5	1	i
O=C(NC(=S)Nc1ccc(N2CCOCC2)cc1)c1cncc(Br)c1
  i	i	i	i	i	-5	i	-2	3	-14	i
CN(C)c1ccnc(C(=O)O)c1
  i	i	i	i	i	-4	i	-3	-3	-3	i
CSCC[C@H](NC(=O)OC(C)(C)C)c1nnc(SCc2ccc(F)cc2)o1
  i	x	i	i	i	-6	i	-7	-2	-3	i
CC(/C=C/c1ccccc1)=N\NC(=O)Cn1cncn1
  i	i	i	i	i	-11	i	9	-1	-10	i
O=C(COC(=O)CNC(=O)c1ccccc1)Nc1ccc(S(=O)(=O)N2CCOCC2)cc1
  i	i	i	i	i	-4	i	0	3	3	i
O=C(Nc1ccc2c(c1)N(S(=O)(=O)c1cccs1)CCC2)c1c(F)cccc1F
  i	i	i	i	-8.7*	-14	i	5	1	3	i
O=C(Nc1ccccc1)c1nsnc1C(=O)Nc1ccccc1
  i	i	i	i	i	-7	i	-6	-2	0	i
CCOc1ccccc1NC(=O)N1CCC(NC(=O)c2ccccc2C)CC1
  i	x	i	i	i	-12	i	-9	-3	0	i
NCC12CC3CC(C1)CC(CN)(C3)C2
  i	i	i	i	i	-10	i	3	4	1	i
NS(=O)(=O)c1ccc(NC(=O)COC(=O)COc2ccc(Cl)cc2)cc1
  i	i	i	i	i	-8	i	-3	0	5	i
CCCOc1ccc(C(=O)N2CCCC2C(=O)O)cc1 (stereo not drawn)
  i	i	i	i	i	2	i	-1	-1	2	i
O=C(NCCN1CCCCC1)Nc1cccc(F)c1
  i	i	i	i	i	-4	i	-5	-2	0	i
Cc1ccc(S(=O)(=O)NC2c3cccc4cccc(c34)C2Sc2nc(C)cc(C)n2)cc1 (stereo not drawn)
  i	i	i	i	i	-16	i	2	-1	2	i
COc1cc(C)ccc1OCCOCCOc1ccccc1Br
  i	i	i	i	i	-1	i	-3	-1	-1	i
Cc1nc(CNS(=O)(=O)c2ccc(Oc3ccccc3)cc2)cs1
  i	i	i	i	i	-19	i	x	5	3	i
Cc1cc(OCC(=O)NC(C)C)ccc1Cl
  i	i	i	i	i	-10	i	-18	-5	1	i
CCOC(=O)C(C)Sc1ncnc2c1c(-c1ccccc1)cn2-c1ccc(OC)cc1 (stereo not drawn)
  i	i	i	i	i	-16	i	-2	-4	-1	i

Four records drawn at random from the list so far:
Screens in order: RGS4 act	PolyA inh	RGS4 inh	KCNQ1 pot	KCNK3 inh	hERG protect	KCNQ1 block	Dyrk1A ADPGlo	GSK3 alpha inh	GSK3beta inhib	KCNK9 inh
O=C(NCCN1CCCCC1)Nc1cccc(F)c1
  i	i	i	i	i	-4	i	-5	-2	0	i
CCCOc1ccc(C(=O)N2CCCC2C(=O)O)cc1 (stereo not drawn)
  i	i	i	i	i	2	i	-1	-1	2	i
Cc1cc(OCC(=O)NC(C)C)ccc1Cl
  i	i	i	i	i	-10	i	-18	-5	1	i
CN(C)c1ccnc(C(=O)O)c1
  i	i	i	i	i	-4	i	-3	-3	-3	i

Going on with the list:
Screens in order: RGS4 act	PolyA inh	RGS4 inh	KCNQ1 pot	KCNK3 inh	hERG protect	KCNQ1 block	Dyrk1A ADPGlo	GSK3 alpha inh	GSK3beta inhib	KCNK9 inh
CCCCOc1cc(CC2CNC(=O)N2)ccc1OC (stereo not drawn)
  i	i	i	i	i	-4	i	-2	-4	0	i
OCCC1CN(CCCn2cccn2)CCN1Cc1ccccc1 (stereo not drawn)
  i	i	i	i	i	-2	i	-4	-2	3	i
CC(=O)c1ccc(S(=O)(=O)Nc2ccc(C(=O)NCC(c3cccs3)N3CCOCC3)cc2)cc1 (stereo not drawn)
  i	i	i	i	i	-15	i	0	-1	-13	i
Cc1cc(C)cc(NC(=O)/C=C/c2ccc([N+](=O)[O-])s2)c1
  i	i	i	i	i	0	i	1	-1	0	i
Cn1c(=O)c2c(nc(SCC(=O)c3ccc(F)cc3)n2C)n(C)c1=O
  i	i	i	i	i	-10	i	6	0	-5	i
NCC(=O)c1cccc2ccc[n+]([O-])c12
  i	i	i	i	i	-7	i	8	2	-2	i
COc1ccc(CNC2CC(C)N(C)CC2C)cc1OC (stereo not drawn)
  i	i	i	i	i	-2	i	-5	-3	1	i
COc1ccc(NC(=O)c2cccc3cccnc23)cc1S(N)(=O)=O
  i	i	i	i	i	-6	i	-2	-1	-3	i
O=C(CCCCCN1C(=O)c2cccc3cccc(c23)C1=O)NCc1ccco1
  i	i	i	i	i	-7	i	x	-1	0	i
N=c1sccn1CC(=O)Nc1ccc([N+](=O)[O-])cc1Cl
  i	i	i	i	i	-9	i	0	1	2	i
CN1C2CCC1CC(NC(=O)CSCc1ccc(Cl)cc1Cl)C2 (stereo not drawn)
  i	i	i	i	i	-3	i	5	-1	-2	i
O=C(Nc1nccs1)C1CCCCN1S(=O)(=O)c1ccccc1 (stereo not drawn)
  i	i	i	i	i	-13	i	-6	7	1	i
Cc1ccc(/C=N/NC(=O)CC2N=C(Cc3ccccc3)NNC2=O)cc1 (stereo not drawn)
  i	i	i	i	i	5.2*	i	-8	2	2	i
C#CCN1C(=O)C(O)(CC(=O)c2ccc(OC)c(OC)c2)c2ccccc21 (stereo not drawn)
  i	i	i	i	i	-18	i	-3	x	0	i
COc1ccc(CNS(=O)(=O)c2ccc3c(c2)N(C(C)=O)CC(C)S3)cc1 (stereo not drawn)
  i	i	i	i	i	-9	i	1	-4	-1	i
CCCn1c(SCC(=O)N2CCOCC2)nnc1-c1ccncc1
  i	i	i	i	i	-3	i	-6	2	-2	i
O=C(NCC1CCCO1)C1CC(=O)N(C2CCCCCC2)C1 (stereo not drawn)
  i	i	i	i	i	-3	i	x	-4	-1	i
O=C(c1ccco1)N1CCN(S(=O)(=O)c2cccc([N+](=O)[O-])c2)CC1
  i	i	i	i	i	0	i	-1	-1	0	i
Cc1ccc(S(=O)(=O)NCc2ccccc2)cc1C(=O)NCC(C)(C)N1CCOCC1
  i	i	i	i	i	-19	i	2	20	-2	i
Cc1cc(C(=O)CSc2nnc(Cc3ccccc3)o2)c(C)n1Cc1ccc2c(c1)OCO2
  i	i	i	i	i	-12	i	-6	-6	0	i
Cc1ccc(C)c(NC(=O)CCc2nnc3ccc(NCc4ccco4)nn23)c1
  i	i	i	i	i	-4	i	-2	-1	-2	i
Cn1cccc1-c1cc(C(=O)N/N=C/c2ccccc2Cl)[nH]n1
  i	i	i	i	i	-4	i	5	0	1	i
CCOC(=O)c1ccc(NC(=O)CN2C(=O)CN(C(C)=O)C2=S)cc1
  i	i	i	i	i	-4	i	x	-3	4	i
CN1CCN(c2nnc(-c3cccs3)c3ccccc23)CC1
  i	i	i	i	i	2	i	-6	-4	-2	i
COc1ccc(N(CC(=O)N2c3ccccc3CC2C)S(=O)(=O)c2c(C)nn(C)c2C)cc1 (stereo not drawn)
  i	i	i	i	i	-11	i	-1	-1	-4	i

Assay outcomes as filed in PubChem BioAssay.
